esBAF inh: Bmi1 luciferase reporter increase in mESCs, primary screen, esBAF inhibitor project, mouse ES cells, Bmi1 luciferase knock-in, single point; 24 h; 100% = twice the neutral-well signal; reporter increase, % at 12.5 µM; actives 2% (n = 350,000); in the data active means activation above about 40%; inconclusive means no clear call, values can overlap the other calls;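 further: 0% = median of the plate's neutral control wells and 100% = double that signal; a rise in the Bmi1 reporter signal indicates esBAF inhibition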
S100A4 inh HTS: inhibitors of S100A4-myosin IIA peptide binding, primary screen, biochemical, fluorescence polarization, TAMRA-MyoIIA peptide | Protein S100-A4 (Homo sapiens), P26447 | inhibition, % at 10.7 µM | actives 0.14% (n = 360,000);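 active means mean inhibition of at least 70% across replicates, with every replicate also reaching that level; inconclusive means mean inhibition reaches 70% but some replicates fall short; inactive means mean inhibition below 70%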
Target sequence (P26447 whole entry, looked up): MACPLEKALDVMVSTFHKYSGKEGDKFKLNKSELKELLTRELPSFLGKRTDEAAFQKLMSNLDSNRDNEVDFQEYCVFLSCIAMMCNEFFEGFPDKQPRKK
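Material: S100A4 monomer protein | Medium: HEPES pH 7.2 with CaCl2, KCl, NaCl, DTT, Triton | Reagent: Labelled myosin peptide probe, 5 nM | Doses: One dose per compound | Times: 5 min incubation before reading | Benchmarks: Neutral control DMSO, positive control TFP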
RAD52 inh: RAD52 DNA annealing inhibitors, primary screen, biochemical, FRET, single point, set 2 | recombinant RAD52 DNA annealing, FRET fluorescence | inhibition, % at 18.7 µM | DNA repair protein RAD52 homolog (Homo sapiens), P43351 | actives 0.46% (n = 360,000);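 active means every replicate showing at least 50% inhibition; inconclusive means mean inhibition at least 50% but not in every replicate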
Xi reactivation: activators of inactive X chromosome reactivation, primary screen, imaging, XiGFP fibroblasts, GFP high-content imaging, set 2; XiGFP mouse fibroblasts, % GFP-positive cells imaging, 3 d; cells co-treated with 5-aza-dC sensitizer; scaled so ellipticine positive control = 100%; activation, % at 7.58 µM; actives 0.055% (n = 360,000); AID 743238, 2013;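 active means mean normalized replicate activation at least 10% and every replicate at or above 10%; inconclusive means only one of the two criteria met; inactive means mean below 10% and not all replicates reach 10%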;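 further: 0% = median of on-plate neutral control wells and 100% = ellipticine 6 µM median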
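Material: XiGFP fibroblasts, SV40-immortalized. Buffer or medium: DMEM plus 5-aza-dC sensitizer. Compound: single concentration per compound, delivered by pin transfer. Times: 3 days compound exposure. Controls: ellipticine 6 µM.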
FN deposition inh: inhibitors of fibronectin matrix deposition, primary screen, AH1F cells, Alexa488-fibronectin fluorescence, plate reader. AH1F fibroblasts, overnight. inhibition, % at 12.6 µM. actives 0.086% (n = 350,000);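 active means mean inhibition across replicates of 30% or more, regardless of how many single replicates reach that level; inconclusive means mean under 30% yet at least half of replicates reach 30%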;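 further: positive control wells lacked labelled fibronectin entirely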
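material = AH1F fibroblast monolayer depositing Alexa488-labelled fibronectin into matrix | amount = 10000 AH1F cells/well | buffer or medium = DMEM plus 2% serum, read in PBS | incubation = 1 h cell adhesion before compound, then overnight fibronectin incubation | detection = fluorescence at 485 nm excitation, 525 nm emission | evaluation = percent inhibition as loss of matrix-bound fibronectin fluorescence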
EWS-Fli block: EWS/Fli-driven NR0B1 reporter inhibitors, primary screen, A673 cells, NR0B1 luciferase, luminescence, MLPCN library. viability-normalised. inhibition, % at 12.6 µM. actives 0.67% (n = 350,000). AID 651661, 2012;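 active means mean inhibition of at least 50% after viability correction, with every replicate also passing that limit; inconclusive means mean reaches 50% but only one of two replicates passes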;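 further: firefly luciferase signal divided by Alamar Blue viability fluorescence both relative to DMSO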
E-selectin induc: E-selectin induction in HUVECs, primary screen, imaging, HUVEC, immunofluorescence imaging, single point; actives 0.37% (n = 260,000); normalized: neutral wells 0, TNF-alpha wells 100; activation, % at 7.58 µM;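 active means mean E-selectin-positive cell signal at least 10% of the positive control, reached in at least 60% of replicates, without over 20% cell loss; inconclusive means no rule given, readout overlaps actives, possibly toxicity-flagged; inactive means the rest, including those meeting only one limit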;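 further: in these data hits start at about 27%; measured in HUVEC primary endothelial cells; signal is the percent of cells scored E-selectin positive by PE staining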
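Test system: HUVEC; input: 3,000 HUVEC/well; measured by: immunofluorescence imaging; read-out: % PE-positive cells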
RAD54 branch: inhibitors of human RAD54 branch migration, primary screen, biochemical, fluorescence, single point; DNA repair and recombination protein RAD54-like (Homo sapiens), Q92698; RAD54 Holliday junction branch migration, FAM/BHQ fluorescence; inhibition, % at 10.4 µM; actives 0.14% (n = 360,000); AID 602329, 2012;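 active means mean normalized replicate activity at least 40 and at least half of replicates scoring 40 or more; inconclusive means only one of the two criteria met; inactive means mean below 40 and under half of replicates reaching 40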;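 further: 0% = median of neutral control wells and 100% = median of positive control wells; inhibitors cause a drop in the FAM fluorescence signal; in these data hits start at about 50%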
Target sequence (Q92698 whole entry, looked up): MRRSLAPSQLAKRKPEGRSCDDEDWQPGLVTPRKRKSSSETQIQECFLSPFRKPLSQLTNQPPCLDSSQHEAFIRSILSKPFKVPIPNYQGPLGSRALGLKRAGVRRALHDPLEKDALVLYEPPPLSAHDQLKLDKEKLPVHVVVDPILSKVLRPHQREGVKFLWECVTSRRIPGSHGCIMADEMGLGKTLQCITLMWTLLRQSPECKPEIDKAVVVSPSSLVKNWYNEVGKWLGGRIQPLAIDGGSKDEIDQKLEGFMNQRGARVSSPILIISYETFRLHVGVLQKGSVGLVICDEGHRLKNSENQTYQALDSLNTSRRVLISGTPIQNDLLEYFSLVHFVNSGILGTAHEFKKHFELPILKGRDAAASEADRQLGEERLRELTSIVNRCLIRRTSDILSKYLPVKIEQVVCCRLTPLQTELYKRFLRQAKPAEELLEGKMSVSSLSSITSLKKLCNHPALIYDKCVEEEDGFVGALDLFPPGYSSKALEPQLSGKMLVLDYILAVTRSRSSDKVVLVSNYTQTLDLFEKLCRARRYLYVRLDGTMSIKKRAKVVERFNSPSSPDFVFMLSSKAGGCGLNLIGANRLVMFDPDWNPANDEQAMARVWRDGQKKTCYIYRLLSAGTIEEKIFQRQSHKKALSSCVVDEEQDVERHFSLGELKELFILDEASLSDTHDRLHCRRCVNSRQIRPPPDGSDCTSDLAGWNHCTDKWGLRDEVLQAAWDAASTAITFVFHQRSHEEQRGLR
An asterisk follows results filed as active; ? = inconclusive; nt = not tested or not shown.

Values run as follows: esBAF inh, S100A4 inh HTS, RAD52 inh, Xi reactivation, FN deposition inh, EWS-Fli block, E-selectin induc, RAD54 branch
O=C(COC(=O)c1cccc(F)c1)NC(=O)NC1CCCC1
 : -4, 0, 4, -0.1, 7, -4, nt, 7
O=C(NCc1ccco1)Nc1nnc([C@H]2C[C@H](O)[C@@H](CO)O2)s1
 : -6, -1, 0, 0.0, 1, 4, 5.8, -13
O=C(NCC(c1ccco1)N1CCCC1)c1cccc(S(=O)(=O)N2CCCCC2)c1 (configuration not stated)
 : 9, 1, -64, -0.2, -14, 24, 0.1, -6
C[C@H]1CN([C@@H](C)CO)C(=O)Cc2cc(NS(=O)(=O)c3ccc(F)cc3)ccc2O[C@H]1CN(C)Cc1ccc(C(=O)O)cc1
 : -2, 1, -4, -0.7, nt, -3, 0.1, -1
CN(C(=O)c1coc(=O)c2ccccc12)c1ccc(Br)cc1
 : nt, -11, -27, 0.0, 3, 0, 2.5, nt
CC1CCCCN1C(=O)C12CCC(C)(C(=O)C1)C2(C)C (configuration not stated)
 : -2, 0, -2, nt, nt, 7, nt, 7
C[C@H]1CN([C@@H](C)CO)S(=O)(=O)c2ccc(C#CC3CCCC3)cc2O[C@H]1CN(C)C(=O)C1CC1
 : -1, -5, 25, -1.3, nt, 33, 0.0, 1
O=C(c1ccc(F)cc1)N1CCC(N2CCCCCC2)CC1
 : -5, nt, nt, nt, -3, nt, -1.1, -3
O=C1Nc2ccc(C(=O)O)c(O)c2C1=O
 : 3, -6, -6, 0.0, 15, -3, -0.1, -4
CCCCn1c(N)c(N(CCOC)C(=O)c2ccc(S(=O)(=O)N3CCCCCC3)cc2)c(=O)[nH]c1=O
 : -2, 0, 1, 0.0, -3, -2, -0.3, -9
COc1cccc(CN(C(=O)/C=C/c2ccc(Cl)cc2)C2CCS(=O)(=O)C2)c1 (configuration not stated)
 : nt, 5, -4, 0.1, -2, 5, 0.1, nt
Cc1c(NC(=S)NC(=O)c2cc3ccccc3o2)cccc1C(=O)O
 : nt, -6, -27, -0.1, 1, -61, -1.3, -6
C[C@H](NC(=O)c1[nH]cnc1C(=O)Nc1ccccc1F)c1ccccc1
 : 5, 1, -10, -0.1, 0, 19, 0.3, -1
OCc1nnn(-c2ccccc2)c1CO
 : -7, -2, -14, 0.0, 2, -8, 0.1, -5
Cc1ccc(NC(=S)NCc2ccc(Cl)cc2)c(C)c1
 : -9, 3, -11, 0.0, 0, -21, nt, 6
O=C(CN1C(=O)COc2ccccc21)NCCCN1CCCC1
 : 2, -6, -12, 0.0, -5, nt, nt, -13
COc1ccc(NC(=O)Nc2ccc3c(c2)C(=O)N([C@H](C)CO)C[C@@H](C)[C@H](CN(C)Cc2ccccc2)OCCCC[C@@H](C)O3)cc1
 : 0, -74, 69*, -0.2, 1, 5, 0.0, 8
CCC(CC)Nc1ccc(C(CC(N)=O)NC(=O)Cc2cccc3ccccc23)cc1[N+](=O)[O-] (configuration not stated)
 : -4, 4, -106, 0.0, 5, -3, 1.0, -7
O=C(Nc1cccc(C(F)(F)F)c1)C1CC(=O)N(CCc2ccccc2)C1 (configuration not stated)
 : 0, 10, 10, -0.1, 3, -1, nt, -3
O=C(O)CN1C(c2ccccc2)=Nc2ccc(Br)cc2C1c1ccccc1 (configuration not stated)
 : nt, -1, -11, 0.0, -7, 5, nt, nt
CC(=O)NCCc1nc2cc(NC(=O)c3ccc([N+](=O)[O-])cc3)ccc2n1C
 : -1, -7, -9, 0.4, 6, -90, nt, 2
O=C(CCc1c[nH]c2ccccc12)Nc1ccc(Oc2cccnc2)cc1
 : nt, 1, -93, 0.2, 13, 43, 1.4, nt
Cc1nc(-c2cccc(NC(=O)c3ccc(Br)o3)c2)cs1
 : nt, -3, -6, 0.0, nt, -21, -0.2, 9
CCS(=O)(=O)N1CC(=O)N2[C@H](CO)[C@@H](c3ccc(C#CCc4ccccc4)cc3)[C@@H]2C1
 : nt, 4, -25, 0.4, nt, nt, -0.2, nt
O=C(NCc1ccc2c(c1)OCO2)c1ccc(Cl)c(S(=O)(=O)N2CCOCC2)c1
 : 2, 0, -1, nt, nt, 10, nt, 8
Cc1cccc2cc(CNCc3ccccc3)c(Cl)nc12
 : nt, -10, -39, 0.0, -10, -20, nt, nt
CN(Cc1ccccc1)S(=O)(=O)c1ccc(NC(=S)NC(=O)C2CCCC2)cc1
 : -39, -1, -18, nt, nt, ?, nt, -6
COc1ccccc1/C=N/NC(=O)CCn1cnc2ccccc21
 : nt, 1, -1, 0.3, 8, -4, nt, nt
Cc1ccc(S(=O)(=O)NCC[C@@H]2CC[C@H](NC(=O)c3cccc(F)c3)[C@@H](CO)O2)cc1
 : 0, 4, -6, -0.2, nt, 11, -1.4, 4
CCOC(=O)C1=C[C@@H](C(C)(C)C)N(S(=O)(=O)c2ccc([N+](=O)[O-])cc2)[C@H]1c1ccccc1
 : -11, -6, -4, -0.1, -11, 8, 0.7, 1
O=C(NCc1ccncc1)C1CCCN(S(=O)(=O)c2cc(Cl)ccc2Cl)C1 (configuration not stated)
 : nt, -2, -24, 0.0, 2, 23, nt, nt
C[C@@H]1CCC[C@H](C)N1NC(=O)c1ccc(Cl)c(S(N)(=O)=O)c1
 : -2, 2, 7, -0.1, 3, 3, 0.2, 12
O=[N+]([O-])c1cc(S(=O)(=O)N2CCCCC2)ccc1NCCCN1CCOCC1
 : nt, -2, -11, 0.0, 1, 6, 0.3, nt
COC(=O)c1ccc(OC)c(Cn2c(=O)n(C)c(=O)c3ccccc32)c1
 : -1, -18, -17, 0.0, -3, 1, nt, -9
COC(=O)c1cccc(CN2C(=O)SC(Nc3ccccc3)C2=O)c1 (configuration not stated)
 : nt, -6, -3, 0.0, -8, 5, 0.6, nt
CN1CCC(OC(=O)c2cc3cc(Cl)cc(Cl)c3oc2=O)CC1
 : -2, 0, 11, 0.1, -2, 17, nt, 11
O=C(Nc1nc(-c2cc3ccccc3oc2=O)cs1)c1ccco1
 : 9, 1, 0, 0.0, -2, -56, 2.3, 1
CN1c2ccc(-c3cccc(F)c3)cc2[C@H]2[C@H](CCN2C(=O)Nc2ccccc2F)[C@H]1CO
 : 5, -5, -8, 0.2, -12, -1, -0.2, -6
Cc1ccc(NC(=S)N(Cc2cccc(Br)c2)CC2CCC(C(=O)O)CC2)cc1Cl (configuration not stated)
 : nt, 3, -6, 0.2, 2, 6, nt, nt
CCOc1cc(C(=O)NCC(=O)N/N=C/c2sccc2C)cc(OCC)c1OCC
 : -7, -4, -8, 0.0, nt, -1, nt, 1
O=S(=O)(Nc1cc(S(=O)(=O)N2CCOCC2)ccc1NCC1CCCO1)c1ccc(F)cc1 (configuration not stated)
 : 1, -1, -5, -0.3, -7, 9, 0.0, 8
Cc1ccccc1NC(=O)Cc1nc(COC(=O)c2cccc([N+](=O)[O-])c2)cs1
 : nt, 3, -16, 0.0, -5, 0, nt, -4
COc1ccc(OC)c2[nH]c(C(=O)N/N=C/c3ccccc3O)cc12
 : -58, -4, -10, 0.3, nt, 8, nt, 4
CC(=O)n1cc(/C=N/NC(=O)c2ccc(Cl)cc2)c2ccccc21
 : ?, 9, 4, 0.0, -4, -39, nt, 3
CCN(CC(=O)Nc1c(F)cccc1F)C(=O)Cc1ccc2c(c1)CCC2
 : -3, 0, -8, 0.5, -11, -4, -0.7, 1
CC(C)c1nnc(NC(=O)C2CCN(C(=O)Nc3ccccc3)CC2)s1
 : 2, -3, -6, 0.1, 7, 5, nt, 1
COc1ccc(-c2cn(-c3ccccc3)nc2C(=O)O)cc1OC
 : 13, -2, -10, 0.5, 3, -1, 4.0, 11
CNC(=O)C(=O)NCC1CCCN1S(=O)(=O)c1cccs1 (configuration not stated)
 : nt, -10, 7, 0.1, 3, 11, 0.1, 0
CCOc1ccc(N2C(=O)CC(NCC#N)C2=O)cc1 (configuration not stated)
 : -7, -8, -4, 0.0, -1, 12, nt, 5
Cc1ccc(S(=O)(=O)N2CCOCC2)cc1C(=O)NC1CCSc2ccccc21 (configuration not stated)
 : 11, -3, -26, 0.0, 11, -9, nt, 5
CC1(c2nnc(-c3ccc(Cl)cc3)o2)CC(c2c(Cl)cccc2Cl)=NO1 (configuration not stated)
 : 4, 2, -37, 0.1, 7, -10, 0.0, -4
O=C(Nc1nc2c(F)cccc2s1)c1ccco1
 : 31, -5, -9, 0.0, -2, -9, -0.4, -23
Fc1ccccc1-n1c(-c2ccc3ccccc3n2)n[nH]c1=S
 : 8, 10, -17, 0.3, -7, -3, nt, -11
O=C(O)CSc1c(O)c2ccccc2[nH]c1=O
 : nt, -6, -18, 0.0, 4, 9, nt, nt
O=C(c1cccc(Cl)c1)N1CCC(c2nc3ccccc3[nH]2)CC1
 : -1, -8, -15, -0.1, 6, 7, 1.6, nt
O=C(Nc1ccc(OC(F)(F)F)cc1)c1ccc(S(=O)(=O)N2CCOCC2)o1
 : nt, -2, 2, 0.0, -9, 7, -0.1, nt
C[C@@H]1CCCCO[C@@H](CN(C)Cc2ccc3c(c2)OCO3)[C@H](C)CN([C@H](C)CO)C(=O)c2cc(NC(=O)Nc3ccc4c(c3)OCO4)ccc2O1
 : -9, -11, 7, 0.3, 6, 3, nt, 7
COCCCNc1nccn2ccnc12
 : 4, -5, -21, 0.0, nt, -3, -0.1, 5
O=C(C[C@@H]1CC[C@@H](NC(=O)C2CCOCC2)[C@H](CO)O1)Nc1ccc(-c2ccccc2)cc1
 : 8, 1, -11, 0.0, nt, -4, 0.3, 0
O=C(NCC(c1ccco1)N1CCOCC1)c1c(F)cccc1F (configuration not stated)
 : nt, 2, -8, 0.2, -6, 0, nt, 6

Following part:
Values run as follows: esBAF inh, S100A4 inh HTS, RAD52 inh, Xi reactivation, FN deposition inh, EWS-Fli block, E-selectin induc, RAD54 branch
CCCN(C)C[C@H]1OCCCC[C@H](C)Oc2ccc(NC(=O)c3ccncc3)cc2C(=O)N([C@H](C)CO)C[C@H]1C
 : 2, nt, nt, -1.3, nt, 0, 1.8, nt
Cc1noc(C)c1NC(=O)Nc1ccc2c(c1)C(=O)N([C@@H](C)CO)C[C@@H](C)[C@@H](CN(C)S(=O)(=O)c1cn(C)cn1)O2
 : 6, -10, 3, 0.1, nt, 0, -9.6, -5
CN(C)CC(=O)Nc1ccc2c(c1)[C@@H]1C[C@@H](CC(=O)NC3CCCCC3)O[C@@H](CO)[C@@H]1O2
 : -3, -30, 8, 0.0, nt, 4, -0.2, -5
CC(C)NC(=O)N(C)C[C@@H]1Oc2c(NC(=O)C3CCOCC3)cccc2C(=O)N([C@H](C)CO)C[C@@H]1C
 : -1, 11, 6, 0.2, nt, 1, -0.3, -10

Rows are unselected; about 3% have a hit in one of these screens.
